IDE act – human IDE activators in live cells, primary screen, fluorescence polarization, HEK cells, FAbeta-B substrate. Insulin-degrading enzyme (Homo sapiens), P14735. FAbeta-B cleavage; 0% vehicle, 100% cell-free pure enzyme wells. activation, % at 5.96 µM. 0.073% of 340,000 active;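 active = activation above the mean of all tested compounds plus 3 SD, set per screening campaign, cut at about 17% in these data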
SUMO HTRF inh – inhibitors of in vitro SUMOylation cascade, primary screen, biochemical, HTRF, uHTS. SUMO-conjugating enzyme UBC9 (Homo sapiens), P63279. HTRF SUMOylation assay, SAE1/SAE2 + UBC9. inhibition, % at 35 µM. 0.36% of 290,000 active. AID 2006, 2009; in the data active = inhibition above about 50%, passing the limit was not always enough; note: strong numbers were not always called active
Target sequence (P63279 whole entry, looked up): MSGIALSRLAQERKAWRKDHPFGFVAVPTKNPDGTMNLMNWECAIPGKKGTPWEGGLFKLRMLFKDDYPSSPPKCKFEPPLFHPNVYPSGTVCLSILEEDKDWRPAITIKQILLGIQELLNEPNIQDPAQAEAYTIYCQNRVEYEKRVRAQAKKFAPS
IMP-1 inh – IMP-1 metallo-beta-lactamase inhibitors, primary screen, biochemical, epi-absorbance readout, Pseudomonas aeruginosa enzyme | 0.45% of 290,000 active | purified IMP-1, nitrocefin hydrolysis, epi-absorbance fluorescence | inhibition, % at 5.6 µM | metallo-beta-lactamase IMP-1 (Pseudomonas aeruginosa);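 active = inhibition above the mean plus 3 SD of all compounds in the same screening run, cut at about 4.5% in these data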;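 note: 0% = IMP-1 with DMSO and 100% = DMSO wells lacking enzyme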
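System: purified IMP-1; amount: IMP-1 0.2 nM before substrate addition; compound: single dose, 5.6 µM; times: 25 °C, 15 min preincubation, 25 min reaction; signal: Epi-absorbance via hydrolysed-nitrocefin quenching of white-plate fluorescence, 480/530 nm, EDTA stop; benchmarks: DMSO with and without IMP-1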
PfM18AAP inh – PfM18AAP inhibitors, malaria aminopeptidase, primary screen, biochemical, QFRET, recombinant enzyme. 1.2% of 290,000 active. M18 aspartyl aminopeptidase (Plasmodium falciparum 3D7). AID 1822, 2009. inhibition, % at 7.35 µM. H-Glu-NHMec fluorogenic cleavage;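 active = inhibition above the campaign mean inhibition over all tested compounds plus 3 SD, cut at about 28% in these data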;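 note: 0% = plate median of test compound wells and 100% = 2 mM ZnCl2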
DNA FID counter – compounds displacing fluorescent DNA intercalator, primary screen, artefact control for HCV NS3 helicase inhibitor project, biochemical, FID fluorescence. DNA fluorescent intercalator displacement. inhibition, % at 7.9 µM. 0.17% of 290,000 active; in the data active = inhibition above about 37%;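 note: 0% = vehicle and 100% = reference compound; higher means more ethidium bromide displaced from hairpin DNA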
VIM-2 inh – VIM-2 metallo-beta-lactamase inhibitors, primary screen, biochemical, epi-absorbance readout, Pseudomonas aeruginosa enzyme | purified VIM-2, nitrocefin hydrolysis, epi-absorbance fluorescence | inhibition, % at 5.6 µM | 0.89% of 290,000 active | AID 1527, 2009;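 active = inhibition above the mean of all tested compounds plus 3 SD, cutoff set per screening run, cut at about 7.5% in these data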;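 note: red hydrolysis product quenches plate fluorescence so inhibitors raise well fluorescence; 0% = enzyme with DMSO and 100% = DMSO without enzyme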
IDE inh – human IDE inhibitors in live cells, primary screen, fluorescence polarization, HEK cells, FAbetaB substrate; AID 434962, 2010; Insulin-degrading enzyme (Homo sapiens), P14735; inhibition, % at 5.59 µM; 0.41% of 320,000 active; FAbetaB cleavage;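 active = percent inhibition above the average of all tested compounds plus 3 SD, set per screening campaign, cut at about 16% in these data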;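 note: IDE supplied by intact live HEK cells; FP after avidin binding of uncleaved biotin substrate so inhibition keeps polarization high; 0% = DMSO wells and 100% = 60 µM reference IDE inhibitor Ii1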
p-CIP stab down – p/CIP-EGFP fusion destabilizers, primary screen, fluorescence, F442A cells; Q05BA5; 16 h; decrease of EGFP signal, % at 10 µM; 0.01% of 290,000 active;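 active = EGFP signal decrease of at least 30% at 10 µM or well 3 SD below plate mean, unless failing retest; inactive = the rest, including hits failing retest or dose response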; note: some compounds called inactive have numbers as strong as hits; many of its hits are not listed in these tables
HCV NS3 hel inh – inhibitors of HCV NS3 helicase, primary screen, biochemical, Cy5 molecular beacon fluorescence; 0.56% of 290,000 active; NS3 helicase DNA unwinding; AID 1800, 2009; inhibition, % at 10.9 µM; Hepatitis C virus NS3 helicase;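 active = inhibition above the mean of all tested compounds plus 3 SD, set per campaign, cut at about 35% in these data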;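 note: 0% = DMSO wells and 100% = thioflavine S control wells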
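Measured by: Cy5 fluorescence, 0 and 60 min reads / Assay system: NS3 helicase fragment of HCV / Control set: low DMSO, high thioflavine S at 110 µM / Times: 1 h reaction at 25 °C, ATP-initiated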
Active calls of the source: *; . = not tested or not shown.

SMILES	IDE act	SUMO HTRF inh	IMP-1 inh	PfM18AAP inh	DNA FID counter	VIM-2 inh	IDE inh	p-CIP stab down	HCV NS3 hel inh
O=[N+]([O-])c1cccc(Nc2nc(Cl)nc(Cl)n2)c1	5	-1	-1.2	0	2	-1.9	2	9	-13
O=C(NCCCN1CCc2ccccc2C1)Nc1ccc(Cl)cc1	-4	2	-1.5	4	13	-3.7	6	-3	-24
O=C1NCCN(Cc2ccoc2)C1CC(=O)N(CCO)Cc1ccccc1 (stereo unspecified)	3	-10	-2.2	5	-8	-0.6	1	11	-3
c1ccc(-c2cnc(-c3cccnc3)o2)cc1	4	26	-1.1	-7	-4	-0.2	-1	-6	1
O=C1C2CCC(C(O)C2)N1Cc1ccccc1 (stereo unspecified)	0	3	-2.6	3	1	-2.8	1	-4	3
O=C(CNC(=O)/C=C/c1ccco1)N=Nc1c(O)[nH]c2ccccc12	-5	15	2.6	11	-25	-1.1	-4	0	19
COc1ccc(NC(=O)c2ccco2)cc1NC(=O)c1cccnc1	0	20	-6.6	-11	-7	-1.6	3	-8	0
CCOC(=O)CN(C(=O)CSc1nnc2c(n1)[nH]c1c(C)cc(C)cc12)c1ccccc1	.	-14	-4.4	11	-1	-1.2	.	4	-7
COCCN(C(=O)CSc1nnc(C)n1Cc1ccccc1)c1c(N)n(CC(C)C)c(=O)[nH]c1=O	1	2	-2.4	0	-11	-1.2	-5	-4	5
N#Cc1cc2c(=O)n3ccccc3nc2n(CCCn2ccnc2)c1=N	0	13	-0.2	-1	7	45*	4	10	13
CCNC(=O)COC(=O)c1cc(C)n(-c2ccccc2)c1C	0	10	-2.3	-16	-14	-1.4	1	-37	-4
Cn1c(=O)c2c(nc(SCc3ccc(C(=O)O)cc3)n2C)n(C)c1=O	2	15	-2.1	-7	-10	-1.1	-5	-8	-6
CCOC(=O)/C=c1\s/c(=C\c2ccc3cc(OC)ccc3c2)c(=O)n1CC(=O)NCc1ccc2c(c1)OCO2	1	18	-1.1	3	-9	-1.6	1	-16	30
CCCCOC(=O)CSc1nc2c(cc1C#N)C(=O)CC(C)(C)C2	2	10	-4.3	-1	-4	-7.0	3	4	-2
Cc1cccc(C)c1NS(=O)(=O)c1c(C(=O)N2CCCCC2)c(C)n(C)c1C	-1	6	-4.9	0	-37	-6.1	1	4	1
CN(C)CCCOC(=O)c1ccccc1	5	-14	-2.4	-1	-3	-1.8	-1	-6	1
COCc1c(C(=O)OCC(=O)N2c3ccccc3CC2C)oc2ccccc12 (stereo unspecified)	3	6	-2.9	6	-3	0.3	9	-2	-14
Cc1cccc(NC(=O)CCC(=O)NCCO)c1	4	26	-2.0	-4	0	-1.4	1	-11	9
CN1CCN(C(=S)c2cn(CCOc3ccccc3F)c3ccccc23)CC1	5	-10	-1.6	4	19	-4.9	4	-15	-49
CC(C)CNC(=O)c1cccc(NC(=O)C2CCCO2)c1 (stereo unspecified)	1	22	-4.7	2	2	-2.0	5	-4	-2
COc1ccc(Nc2cc(C(=O)NCCCN3CCN(C)CC3)c3ccccc3n2)cc1OC	-1	-1	-2.5	7	20	1.6	-6	9	-13
O=C(Nc1ccccc1)c1ccc(N2CCN(c3ccccn3)CC2)c(S(=O)(=O)N2CCOCC2)c1	5	8	2.4	11	-12	-0.5	5	1	-8
COC(=O)CN(c1ccccc1OC)S(=O)(=O)c1ccccc1	-6	-4	-1.9	0	-4	-3.2	2	-1	-2
COc1cccc(CN(C)CC(=O)NCc2ccccc2Cl)c1OC	1	0	-2.8	6	-4	-2.2	2	6	7
Cc1oc(-c2ccc(-c3ccccc3)cc2)nc1CN1CCN(CC(=O)N(C)C)CC1	4	23	-3.7	3	-1	-4.0	0	-10	-33

An excerpt of these results, with values under each structure:
Values run as follows: IDE act	SUMO HTRF inh	IMP-1 inh	PfM18AAP inh	DNA FID counter	VIM-2 inh	IDE inh	p-CIP stab down	HCV NS3 hel inh
> O=C(NCCCN1CCc2ccccc2C1)Nc1ccc(Cl)cc1
    -4	2	-1.5	4	13	-3.7	6	-3	-24
> O=C1NCCN(Cc2ccoc2)C1CC(=O)N(CCO)Cc1ccccc1 (stereo unspecified)
    3	-10	-2.2	5	-8	-0.6	1	11	-3
> c1ccc(-c2cnc(-c3cccnc3)o2)cc1
    4	26	-1.1	-7	-4	-0.2	-1	-6	1

Next part.
SMILES	IDE act	SUMO HTRF inh	IMP-1 inh	PfM18AAP inh	DNA FID counter	VIM-2 inh	IDE inh	p-CIP stab down	HCV NS3 hel inh
COC(=O)c1sccc1NC(=O)Cn1nnc(-c2ccccc2C)n1	4	-8	-0.6	-3	1	2.8	1	-4	-4
COc1ccc(C(=O)NC2(C(F)(F)F)C(=O)Nc3c2c(=O)[nH]c(=O)n3CCc2ccc(OC)c(OC)c2)cc1 (stereo unspecified)	-2	18	-0.5	-16	-3	1.2	4	-9	1
CCOc1ccc(CN2CCN(Cc3cccc4c3OCO4)CC2CCO)cc1 (stereo unspecified)	3	-6	-1.4	-3	4	-1.5	6	0	-1
CCN(CC)c1ccc(N=Cc2ccc([N+](=O)[O-])o2)cc1	4	-57	-2.5	17	-5	1.8	4	-16	57*
CCc1cc2cc3c(cc2nc1SCC(=O)Nc1nccs1)OCO3	4	8	-2.4	6	0	-3.2	3	-4	-5
CCCc1nc2sc3c(=O)n(N)cnc3c2c2c1CCCC2	8	-3	-2.1	-1	-4	-1.7	-5	3	14
CC(C)COP(=O)(c1ccc(N(C)C)cc1)C(O)c1cccnc1 (stereo unspecified)	2	10	-2.2	-12	-16	-2.0	5	-2	10
CC(C)C[C@H](NC(=O)N1CC(=O)Nc2ccccc21)C(=O)N[C@H](Cc1ccccc1)C(=O)O	0	6	-3.1	1	-31	-1.7	-3	2	-2
Cc1ccc(C(=O)Nc2ncc3c(n2)CC(c2ccco2)CC3=O)cc1 (stereo unspecified)	3	16	-2.2	6	-13	-3.8	0	-7	6
Cc1ccc(CC(=O)N2CCOCC2)cc1	2	-2	0.1	-3	2	-2.7	3	9	-1
COc1ccc(NC(=O)c2ccc(C)cc2Cl)c([N+](=O)[O-])c1	1	8	4.2	-2	2	0.9	3	2	-4
Cn1c(=O)c2c(-c3cccc(Br)c3)c(C#N)c(N)nc2n(C)c1=O	4	25	-1.4	-9	-10	-0.1	-2	-12	-6
CCOC(=O)c1cc2c(n(-c3ccc(Cl)cc3)c1=O)CCCC2=O	8	8	-0.5	5	-12	-1.1	-2	-2	-3
CC(C)(C)C(=O)Cn1c(=N)n(Cc2ccccc2Cl)c2ccccc21	0	-2	-4.7	-7	-9	-4.0	2	2	-4
NC(N)=N/N=C/c1ccc(Br)cc1	-3	3	-3.8	-1	4	-0.8	0	5	-3
Cc1cc(C)cc(OCC(=O)NNC(=O)CN2C(=O)c3ccccc3C2=O)c1	9	7	-3.1	6	-12	-2.6	4	-3	11
CCN1CCN(c2cc(=O)n(Cc3ccc(F)cc3)c(=O)[nH]2)CC1	0	-10	0.7	-5	-7	2.3	6	0	-8
Cc1ccccc1NC(=O)c1nc[nH]c1C(=O)NCc1ccccc1	2	-18	-1.1	10	-22	1.5	4	1	33
O=C(Nc1ncnc2sc3c(c12)CCCC3)c1ccncc1	1	22	-4.7	1	-1	-5.4	-1	-17	-8
CS(=O)(=O)N1CCc2cc(S(=O)(=O)N3CCN(Cc4ccc5c(c4)OCO5)CC3)ccc21	2	1	-5.2	3	-13	-2.3	5	7	-9
C/C(Cl)=C/CSc1nnc2n(N)c(=O)c3ccccc3n12	6	-6	-3.7	-1	-2	2.1	-3	1	10
CC1CN(C(=S)NC(=O)c2ccccc2)CC(C)O1 (stereo unspecified)	-1	6	-1.2	-2	-3	-2.1	-3	-1	4
Cc1ccc(SCCNC(=O)c2ccc(C)c(S(=O)(=O)Nc3cccc(C)c3)c2)cc1	-2	5	-1.7	5	-15	-2.7	-1	-6	-7
Cc1cccc(NC(=O)Cn2cc([N+](=O)[O-])cn2)n1	1	8	-2.1	-10	-2	-0.8	1	2	-6
CCc1ccc(OCCNC(=O)c2ccco2)cc1	0	5	-0.6	0	-8	0.4	-1	-10	0

(further entries)
SMILES	IDE act	SUMO HTRF inh	IMP-1 inh	PfM18AAP inh	DNA FID counter	VIM-2 inh	IDE inh	p-CIP stab down	HCV NS3 hel inh
COc1ccc2c(=O)c(-c3ccccc3)coc2c1	4	23	-1.4	-3	-9	-2.0	1	11	5
O=C(O)c1ccc2c(=O)n3c(nc2c1)/C(=C/c1cccc(Cl)c1Cl)CCCC3	1	-11	-3.8	-6	-22	-1.9	18*	-5	28
Cc1ccc(S(=O)(=O)N(CC(=O)Nc2ccc(Cl)c([N+](=O)[O-])c2)C2CCCCC2)cc1	5	-29	-1.9	2	8	-1.6	5	-8	-11
COc1ccc(-c2oc(/N=C/N3CCCC3)c(C#N)c2-c2ccc(OC)cc2)cc1	0	-3	-3.5	-2	-5	-3.7	-1	-3	-1
Cc1onc(-c2c(Cl)cccc2Cl)c1C(=O)N1CCc2ccccc21	-1	15	-1.3	-3	-18	-4.2	2	-10	-9
NC(=O)C1(c2ccccc2)CCC(=O)N1c1ccccc1 (stereo unspecified)	-2	9	-2.3	2	5	-0.8	-5	-11	-8
COc1cc2ccccc2cc1C(=O)NC(=S)Nc1nnn(C)n1	0	-7	-0.8	-3	-4	-4.2	0	-6	-11
O=C1NC(=Nc2cccc(Cl)c2)SC1Cc1cccc(Cl)c1Cl (stereo unspecified)	3	40	-1.5	5	0	-2.0	1	-3	2
N#CC[C@H](c1ccccc1)N1CCN(Cc2ccccc2)CCC1=O	4	11	-1.6	3	-8	0.5	6	-5	8
COc1ccc(CN(C)C(=O)CNC(=O)CNC(=O)c2ccc(Cl)cc2Cl)cc1F	4	7	-0.9	-8	-17	-0.7	2	8	11
O=S(=O)(NCc1ccc(Cl)cc1)c1ccc(Cl)nc1	2	3	-1.8	0	0	0.0	6	-11	-1
COc1ccccc1N(CC(=O)Nc1ccccc1C(=O)NC(C)C)S(C)(=O)=O	0	7	-3.1	-7	-7	-0.7	2	-1	1
CNc1ccc([N+](=O)[O-])cc1-c1nc2ccccc2[nH]c1=O	6	27	-2.8	3	0	-1.5	-5	3	1
COc1cccc(C(=O)OCC(=O)Nc2cc(C)c(C)cc2[N+](=O)[O-])c1	8	-20	-1.6	-8	0	-3.7	2	-2	11
CC(=O)N1CCN(c2ccc(S(=O)(=O)NCCN(C(C)C)C(C)C)cc2[N+](=O)[O-])CC1	1	6	-3.4	-11	10	-1.4	2	5	-4
C[C@H](NC(=O)c1ccccc1Cl)C(=O)OCCOc1cccc(Cl)c1	0	1	-0.2	-7	-12	1.7	-11	3	4
CCCC(=O)Nc1ccc2c(c1)COC2=O	7	-16	-5.1	2	4	-3.5	-5	-2	-2

Screening data deposited in PubChem BioAssay by several laboratories.
